PGE2 EP2 inh: inhibitors of human EP2 prostaglandin E2 receptor; P43116; C6 glioma cells expressing human EP2, cAMP TR-FRET; cells stimulated with saturating PGE2; inhibition, % at 25 µM; 260,000 tested, 0.52% active;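 active = percent inhibition above 40 after rounding to a whole number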;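 note: rat C6 glioma host cells with rolipram phosphodiesterase inhibitor present; the protocol text gives 20 µM as final concentration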
NPY-Y1 antag: NPY-Y1 (human) receptor antagonism. HEK293-CNG Y1 cells, membrane potential fluorescence; NPY at EC95, then isoproterenol. inhibition, % at 3.6 µM. 200,000 tested, 1% active;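 active = inhibition above the campaign mean inhibition of all tested compounds plus 3 SD, cut at about 20% in these data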;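 note: 0% = DMSO wells given NPY plus isoproterenol and 100% = isoproterenol alone without NPY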
Target sequence (P25929 whole entry, looked up): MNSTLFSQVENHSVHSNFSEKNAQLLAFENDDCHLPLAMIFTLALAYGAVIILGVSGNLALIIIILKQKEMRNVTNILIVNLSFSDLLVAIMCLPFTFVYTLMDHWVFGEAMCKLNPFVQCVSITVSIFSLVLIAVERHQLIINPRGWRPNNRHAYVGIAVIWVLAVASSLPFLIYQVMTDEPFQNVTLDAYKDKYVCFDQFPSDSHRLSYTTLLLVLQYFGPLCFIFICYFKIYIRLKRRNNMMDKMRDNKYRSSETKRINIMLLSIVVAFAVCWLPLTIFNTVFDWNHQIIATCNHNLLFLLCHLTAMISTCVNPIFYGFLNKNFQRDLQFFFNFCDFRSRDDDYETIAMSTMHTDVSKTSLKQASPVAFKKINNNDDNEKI
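Test system – HEK293 Y1/CNG channel cell line · Also added – NPY agonist 25 nM, then isoproterenol 1 µM plus Ro 20-1724 25 µM · Compound dosing – one concentration, 3.6 µM, in 0.4% DMSO · Schedule – compound incubation 1 h at room temperature, readout 45 min post-stimulation · Technique – fluorescence, membrane potential probe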
eIF4E 4G PPI: eIF4E/eIF4G interaction inhibition in translation initiation; P63073+Q04637; TR-FRET eIF4E-eIF4GI(517-606) binding, 2 h; 220,000 tested, 0.37% active; inhibition, % at 21.7 µM;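 active = inhibition above about 30%, limit read from the data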;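 note: 0% = full FRET control wells and 100% = background wells lacking eIF4GI fragment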
NPY2 pot ag: potentiates or activates human NPY-Y2 receptor; P49146; cells expressing NPY-Y2, potentiator/agonist read-out; activation, % at 3.6 µM; 220,000 tested, 0.45% active; AID 1359; in the data active = activation above about 27%;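 note: cells stimulated with NPY near EC25 plus isoproterenol at EC100; 0% = vehicle plus submaximal agonist and 100% = vehicle plus saturating agonist; some results beyond the cut were filed as inactive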
Target sequence (P49146 whole entry, looked up): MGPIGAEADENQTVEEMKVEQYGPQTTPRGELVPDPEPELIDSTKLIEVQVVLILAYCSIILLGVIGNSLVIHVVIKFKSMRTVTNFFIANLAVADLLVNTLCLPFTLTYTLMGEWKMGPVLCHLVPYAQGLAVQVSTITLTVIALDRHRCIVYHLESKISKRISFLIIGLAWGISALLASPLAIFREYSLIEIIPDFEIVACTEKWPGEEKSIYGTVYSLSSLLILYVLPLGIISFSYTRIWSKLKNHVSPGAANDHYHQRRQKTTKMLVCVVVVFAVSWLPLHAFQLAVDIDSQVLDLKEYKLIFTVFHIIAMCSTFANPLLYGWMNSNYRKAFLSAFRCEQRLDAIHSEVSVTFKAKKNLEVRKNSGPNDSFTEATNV
NPY1 pot ag: potentiates or activates human NPY-Y1 receptor | NPY-Y1 expressing cells, potentiator/agonist activation | activation, % at 3.6 µM | 220,000 tested, 0.37% active | AID 1304; in the data active = activation above about 33%, passing the limit was not always enough;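 note: cells stimulated with NPY at EC10 then isoproterenol at EC100; 0% = low agonist plus stimulus and 100% = saturating agonist plus stimulus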
EP2 modulator: modulators of human EP2 prostaglandin E2 receptor | P43116 | EP2-expressing cells, cAMP HTRF FRET, PGE2 co-stimulation | induction, % at 25 µM | 260,000 tested, 0.83% active | AID 940;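 active = compounds whose cAMP rise, as percent of the full-agonist control response, exceeds 60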;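 note: rat C6 glioma line stably carrying human EP2 under a CMV promoter; the protocol text gives 20 µM as final concentration; 100% = response of wells given 1 µM PGE2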
p97 ATPase inh: inhibitors of human p97 ATPase | recombinant p97 ATPase, Kinase-Glo ATP luminescence, 3 h | 220,000 tested, 0.42% active | inhibition, % at 8 µM; in the data active = inhibition above about 15%;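 note: 0% = DMSO vehicle and 100% = wells lacking enzyme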
S1P4 antag: antagonists of human S1P4 receptor; O95977; S1P4-expressing cells, antagonist mode, reporter read-out; inhibition, % at 4.98 µM; 220,000 tested, 0.26% active; in the data active = inhibition above about 29%;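 note: 0% = wells stimulated with agonist and 100% = vehicle wells without agonist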
S1P4 ag: agonists of human S1P4 receptor. S1P4-expressing cell line, agonist reporter assay. activation, % at 4.98 µM. 220,000 tested, 0.35% active. AID 1509; in the data active = activation above about 11%;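 note: 0% = DMSO vehicle and 100% = reference agonist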
Active calls of the source: *; . = not tested or not shown; & = joins results of further samples; [ ] = remark or other dose. Some of the compounds tested. The share of hits here may be higher or lower than overall.

entry	compound	PGE2 EP2 inh	NPY-Y1 antag	eIF4E 4G PPI	NPY2 pot ag	NPY1 pot ag	EP2 modulator	p97 ATPase inh	S1P4 antag	S1P4 ag
1	COc1ccc(Cc2nc(-c3cccc(C)c3)no2)cc1	7	5	4	-18	-8	5	-4	7	2.4
2	O=C(O)C(CCCCN1C(=O)C2C3C=CC(C3)C2C1=O)N1C(=O)C2C3C=CC(C3)C2C1=O (configuration not stated)	2	-7	-1	4	4	31	4	15	-1.4
3	COc1ccc(/C=N/NC(N)=S)cc1	7	.	-8	-9	10	8	1	4	-1.1
4	[O-][N+]12CCCCC1CCCC2CO (configuration not stated)	5	.	-8	7	7	9	-7	-1	0.8
5	CC(C)(C)c1nc2ccccc2c2nnc(SCC(=O)Nc3nc4ccccc4s3)n12	17	8	24	-12	-10	-11	1	8	-1.8
6	COc1ccccc1N1CCN(C(=O)CSc2nc3ccccc3c(=O)n2CC2CCCO2)CC1 (configuration not stated)	.	19	2	2	-6	-18	0	8	1.0
7	CCOC(=O)Cc1csc2nc(-c3ccccc3)nn12	10	.	4	-14	0	-47	-6	-6	0.4
8	Nc1ccc2nc(-c3cccnc3)[nH]c2c1	15	4	7[fluorescence artefact?]	4	-4	-6	-6	7	-0.3
9	CCCN1CCC(=NNc2ccc(C(=O)O)cc2)CC1	8	1	-6	0	5	7	-3	14	0.8
10	Cn1c(=O)c2c(nc3sccn32)n(C)c1=O	20	2	-2	1	11	29	5	-18	2.1
11	C=CCC(C)(NCc1ccccc1)c1ccccc1 (configuration not stated)	14	7	-6	5	20	51	-6	-3	-3.1
12	Clc1ccccc1Sc1ccc(-c2ccccn2)s1	24	.	-10	1	3	6	2	-10	-0.5
13	Cc1nnc(NC(=O)c2ccc(C)c(S(=O)(=O)N3CCCCCC3)c2)s1	11	2	11	-13	1	-3	1	-18	1.6
14	CCCC(=O)NC1C2CC3CC(C2)CC1C3 (configuration not stated)	3	-6	-4	5	-22	-6	5	-6	0.5
15	C/C(=N\N1CCN(Cc2ccccc2)CC1)c1ccco1	8	2	-2	9	6	22	9	-19	-1.5
16	O=C1C2C3C=CC(C2C(=O)N1c1cccc(O)c1)C1C2C(=O)N(c4cccc(O)c4)C(=O)C2C31 (configuration not stated)	6	-1	1	-8	14	15	3	-8	0.2
17	O=C1Cc2ccccc2C(=O)N1OCc1ccc(Cl)cc1Cl	7	-6	-3	6	-1	13	2	-10	1.6
18	O=C(CSc1nnc(-c2ccc3c(c2)OCO3)n1-c1ccccc1)c1ccccc1	1	0	0[fluorescence artefact?]	0	10	34	-3	-7	-0.3
19	COc1ccc(S(=O)(=O)Nc2ccccc2C(=O)Nc2nc(-c3ccc(F)cc3)cs2)cc1OC	8	-5	6	32	39*	-44	0	-19	2.4
20	NC(=O)C1(N2CCCCC2)CCN(CC(=O)Nc2ccccc2Sc2ccccc2)CC1	16	0	6	0	9	18	2	-1	2.3
21	O=C(Cn1ncc(N2CCOCC2)c(Cl)c1=O)c1ccc(Cl)cc1	8	-1	-11	0	7	-1	1	5	-0.4
22	COC(=O)Cc1csc(Nc2ccccc2Cl)n1	10	1	-2[fluorescence artefact?]	9	-16	26	-2	-4	-0.4
23	O=C(CN1CCN(C(c2ccccc2)c2ccccc2)CC1)NC(=O)NCc1ccco1	9	7	-9	-11	-31	18	-3	-8	-1.1
24	COc1ccc(-c2nnn(CC(=O)NCCc3c[nH]c4ccccc34)n2)cc1OC	4	5	2	-31	-17	-41	1	-7	-3.1
25	Cc1ccnc(N2CCC(C(=O)Nc3nnc(C)s3)CC2)n1	4	-5	-5[fluorescence artefact?]	11	3	-10	0	-10	-0.4

Next part
entry	compound	PGE2 EP2 inh	NPY-Y1 antag	eIF4E 4G PPI	NPY2 pot ag	NPY1 pot ag	EP2 modulator	p97 ATPase inh	S1P4 antag	S1P4 ag
26	O=C(c1ccc(CN2CCc3ccccc3C2)cc1)N1CCN(c2ccccc2)CC1	8	7	-5[fluorescence artefact?]	5	-13	-55	-2	2	1.5
27	CCCCN(CCCC)S(=O)(=O)c1ccc(NC(=O)CN2CCOCC2)cc1	5	5	-1	-2	-12	-6	-6	-7	-0.8
28	CCCCNC(=S)NCc1ccc2[nH]c(C)cc2c1	9	2	2	-8	-18	-31	4	1	1.6
29	COc1cc(OC)c2c(C)c(Cl)c(=O)oc2c1	15	1	-5	5	-4	36	7	-6	-1.6
30	CCOc1cc(/C=N/NC(=O)c2ccc(CN3CCOCC3)cc2)ccc1OC	10	-2	3	11	5	-5	5	4	-68
31	Cc1cc(C)c(NC(=O)c2sc3nc(C)[nH]c(=O)c3c2C)c(C)c1	9	-4	0	-10	-9	-5	2	-8	2.4
32	CC(C)CN(C(=O)COC(=O)c1ccccc1Sc1ccccc1C#N)C1CCS(=O)(=O)C1 (configuration not stated)	1	4	7	2	3	29	-2	-23	-0.6
33	COc1ccc(OCC(=O)O/N=C(\N)Cc2cccs2)cc1	6	-2	2[fluorescence artefact?]	0	-28	12	5	5	-1.8
34	CS(=O)(=O)c1ccc(C(=O)OCC(=O)NC2CCS(=O)(=O)C2)cc1[N+](=O)[O-] (configuration not stated)	6	7	0	1	5	29	3	1	0.5
35	CCCCN(CC)C(=O)c1ccc(Cl)cc1	6	4	3	-4	10	13	-2	-5	2.1
36	Cc1cc(C)n(-c2nc3sc4c(c3c3nnc(SC(C)C)n23)CC(C)(C)OC4)n1	.	-4	.	7	-6	.	-1	-11	-0.6
37	Cc1ccc(S(=O)(=O)N(CC(=O)N(C)C)c2cccc([N+](=O)[O-])c2)cc1	11	-4	-1	-14	-16	6	-3	-11	0.1
38	Cc1cccc(C2CC(c3ccccc3)Nc3nc(N)nn32)c1 (configuration not stated)	8	0	2	1	-10	-4	0	2	2.3
39	COC(OC)c1ccc(C#N)c(SCc2ccccc2)n1	11	.	0	-12	-3	21	6	10	-1.9
40	CCCn1c(O)c(C=Nc2ccccc2)sc1=S	12&9	-8	2	-2	10	-23&-13	5	17	-0.6
41	CC(C)OCCCNc1ncnc2c1cnn2-c1ccccc1	17	-3	-8	12	-3	-17	2	-10	1.2
42	O=Cc1cc2cc3c(cc2nc1Cl)OCCO3	7	.	3	3	16	-43	2	3	-0.4
43	CCC1(CC)Cc2ccccc2-c2nc(CN3CCOCC3)[nH]c(=O)c21	7	-3	-4	0	6	48	-9	-10	0.1
44	Cc1cc(-c2csc(N)n2)c(C)n1Cc1ccccc1	6	-3	0	-4	4	-28	8	-39	1.2
45	O=C(NCc1ccc2c(c1)OCO2)c1sccc1Br	18	.	2	-10	-9	-5	6	8	0.4
46	O=C(CCn1cnc2ccccc2c1=O)Nc1ccc2c(c1)OCCO2	12	-2	3	-4	1	-13	-3	-2	-0.3
47	Cc1ccc(O)c(CNc2ccc(S(=O)(=O)Nc3nccs3)cc2)c1	4	.	-6	6	21	-1	4	-24	-1.8
48	CN1CCn2c1nc(N1CCOCC1)nc2=O	22	9	4	-17	-17	-2	0	3	-2.4
49	C/C(=C\C(=O)Nc1cscc1C)C(=O)O	4	.	1	1	4	-5	4	1	1.2
50	COc1ccc(NC(=O)c2ccccc2O)c(OC)c1	9	1	1	-11	9	2	-1	5	-1.3

Shown with two lines to a compound: part of the list above.
The line under a structure holds: PGE2 EP2 inh | NPY-Y1 antag | eIF4E 4G PPI | NPY2 pot ag | NPY1 pot ag | EP2 modulator | p97 ATPase inh | S1P4 antag | S1P4 ag
39. COC(OC)c1ccc(C#N)c(SCc2ccccc2)n1
    11 | . | 0 | -12 | -3 | 21 | 6 | 10 | -1.9
40. CCCn1c(O)c(C=Nc2ccccc2)sc1=S
    12&9 | -8 | 2 | -2 | 10 | -23&-13 | 5 | 17 | -0.6
41. CC(C)OCCCNc1ncnc2c1cnn2-c1ccccc1
    17 | -3 | -8 | 12 | -3 | -17 | 2 | -10 | 1.2
42. O=Cc1cc2cc3c(cc2nc1Cl)OCCO3
    7 | . | 3 | 3 | 16 | -43 | 2 | 3 | -0.4
43. CCC1(CC)Cc2ccccc2-c2nc(CN3CCOCC3)[nH]c(=O)c21
    7 | -3 | -4 | 0 | 6 | 48 | -9 | -10 | 0.1
44. Cc1cc(-c2csc(N)n2)c(C)n1Cc1ccccc1
    6 | -3 | 0 | -4 | 4 | -28 | 8 | -39 | 1.2
45. O=C(NCc1ccc2c(c1)OCO2)c1sccc1Br
    18 | . | 2 | -10 | -9 | -5 | 6 | 8 | 0.4
46. O=C(CCn1cnc2ccccc2c1=O)Nc1ccc2c(c1)OCCO2
    12 | -2 | 3 | -4 | 1 | -13 | -3 | -2 | -0.3
47. Cc1ccc(O)c(CNc2ccc(S(=O)(=O)Nc3nccs3)cc2)c1
    4 | . | -6 | 6 | 21 | -1 | 4 | -24 | -1.8
48. CN1CCn2c1nc(N1CCOCC1)nc2=O
    22 | 9 | 4 | -17 | -17 | -2 | 0 | 3 | -2.4
49. C/C(=C\C(=O)Nc1cscc1C)C(=O)O
    4 | . | 1 | 1 | 4 | -5 | 4 | 1 | 1.2
50. COc1ccc(NC(=O)c2ccccc2O)c(OC)c1
    9 | 1 | 1 | -11 | 9 | 2 | -1 | 5 | -1.3

Back to the main list with the 2 entries that preceded the break.
entry	compound	PGE2 EP2 inh	NPY-Y1 antag	eIF4E 4G PPI	NPY2 pot ag	NPY1 pot ag	EP2 modulator	p97 ATPase inh	S1P4 antag	S1P4 ag
49	C/C(=C\C(=O)Nc1cscc1C)C(=O)O	4	.	1	1	4	-5	4	1	1.2
50	COc1ccc(NC(=O)c2ccccc2O)c(OC)c1	9	1	1	-11	9	2	-1	5	-1.3
51	CC1=C(C)C(=O)N(c2ccccn2)C1=O	7	3	-5[fluorescence artefact?]	1	-10	11	4	0	-2.8
52	CSc1ccc(/C=C(\NC(=O)c2ccccc2)C(=O)NN)cc1	12	.	10	-41	0	-5	10	-4	0.8
53	CC1=NN(c2ccc(Cl)cc2)C(=O)C1C(c1cccc(O)c1)c1c(C)[nH]n(-c2ccc(Cl)cc2)c1=O (configuration not stated)	8	-4	3[fluorescence artefact?]	13	31	46	17*	-8	0.7
54	O=C(Nc1ccc2c(c1)OCCO2)C1CCN(S(=O)(=O)c2ccccc2)CC1	-1	-1	0	-1	12	-29	9	-11	3.3
55	O=C(NCc1ccco1)c1cc2n(n1)C(C(F)(F)F)CC(c1ccc(Cl)c(Cl)c1)N2 (configuration not stated)	4	-6	3[fluorescence artefact?]	10	-2	15	-2	13	-0.9
56	O=C(NN1C(=O)/C(=C/c2ccc(O)c([N+](=O)[O-])c2)SC1=S)c1ccccc1Cl	10	-2	-6	1	8	11	0	-8	2.2
57	ClCc1nnc(-c2ccccc2)o1	5	-1	0	8	-6	-6	-3	-17	0.9
58	CCCCNC(=O)OCC(CC)NC(=O)OCC(C)C (configuration not stated)	6	-1	-2	1	8	27	-2	-2	0.5

Compound activity as filed in PubChem.
